Source: PubChem
TRPC4 act = activators of mouse TRPC4 channel, primary screen, Fluo4 calcium, HEK293 TRPC4beta/mu-opioid cells; Fluo4 calcium fluorescence; active compounds read high; B-score at 10 µM; 0.49% of 310,000 active; AID 2237, 2010;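 active means B-score above 5 SD of library B-scores, and initial fluorescence ratio not above library mean plus 5 SD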;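 further: positive B-score marks a calcium rise read as TRPC4 activation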
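Assay system: HEK293 stable line with TRPC4beta plus mu-opioid receptor. Times: dye 45 min RT, read 110 s. Measured by: kinetic Fluo4 calcium fluorescence. Measure: B score of integrated ratio. Controls: assay buffer as low control, maximal DAMGO as high control.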
hERG protect = hERG rescue from dofetilide block, primary screen, cell-based, CHO-hERG, FluxOR thallium flux, dofetilide IC70; dofetilide IC70 present; 0.51% of 310,000 active; Voltage-gated inwardly rectifying potassium channel KCNH2 (Homo sapiens), Q12809; AID 1511, 2009; activation (rescue from dofetilide block), less the hit threshold, % at 10 µM;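 active means activation above the mean of controls blocked by dofetilide plus 5 SD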;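 further: thallium influx through hERG after potassium depolarization seen as dye fluorescence rise; in these data hits start at about 4.7%; inactives centre near -7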
KCNQ1 act = potentiators or activators of KCNQ1 channel, primary screen, cell-based, thallium flux, high-throughput; 0.35% of 310,000 active; B-score at 10 µM; CHO-K1 KCNQ1, thallium flux FluxOR fluorescence; active compounds read high; Potassium voltage-gated channel subfamily KQT member 1 (Homo sapiens), P51787;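 active means fluorescence ratio B-score, a plate-corrected score, at least three library SD, with initial intensity B-score within 5 SD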
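Material: CHO-K1 cells stably expressing KCNQ1. Medium: assay buffer for compound exposure, DMSO matched across wells. Reagent: K+/Tl+ depolarizing stimulus. Compound dosing: single-concentration screen. Times: 37 °C overnight plating, 90-min dark dye load, 20-min compound pretreatment. Technique: FluxOR Tl+ flux fluorescence.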
Dyrk1A ADPGlo = rat Dyrk1A kinase inhibitors, primary screen, biochemical, single point, plate reader; Dual specificity tyrosine-phosphorylation-regulated kinase 1A (Rattus norvegicus), Q63470; ADP-Glo luminescence, NFATc1 peptide; inhibition, % at 12.5 µM; 0.43% of 310,000 active; in the data active means inhibition above about 50%;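 further: plate controls were vehicle with enzyme for no effect and no enzyme for full effect; many of its hits are not listed in these tables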
HDAC3 inh = HDAC3 deacetylase inhibitors, primary screen, biochemical, fluorescence, cell-free homogeneous | recombinant HDAC3, fluorogenic peptide/trypsin coupled | 0.15% of 320,000 active | inhibition, % at 8.3 µM; in the data active means inhibition above about 26%, passing the limit was not always enough; inconclusive means no clear call, values can overlap the other calls
ANO1 activ = TMEM16A chloride channel activators or potentiators, primary screen, cell-based, HTS. Anoctamin-1 (Mus musculus), Q8BHY3. HEK293 TMEM16A/YFP-H148Q/I152L, iodide quench fluorescence; active compounds read low. B-score at 10 µM. 0.3% of 340,000 active;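 active means fluorescence-ratio B-score plate-corrected deviation score at least 3 library SD below zero, with starting fluorescence score within 5 deviations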;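 further: channel opened by trigger with iodide after compound preincubation; score built on the fluorescence ratio of max minus min over baseline; more negative score means more quench and so TMEM16A activation or potentiation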
TRPC4 PAM = positive allosteric modulators of TRPC4, primary screen, cell-based, mouse TRPC4beta, HEK293 mu-opioid, Fluo-4 calcium; Short transient receptor potential channel 4 (Mus musculus), Q9QUQ5; DAMGO EC20, Fluo-4 Ca2+ flux; active compounds read high; B-score at 10 µM; 0.42% of 310,000 active;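 active means B-score of calcium response area above 5 SD of library B-scores, with initial fluorescence ratio within 5 SD of library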;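 further: B-score of integrated fluorescence ratio over time as area under calcium response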
KCNQ1 inh = inhibitors of human KCNQ1 channel, primary screen, cell-based, thallium flux, high-throughput; CHO-K1 KCNQ1, FluxOR thallium flux fluorescence; active compounds read high; B-score at 10 µM; 1.3% of 310,000 active;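 active means compounds whose thallium flux B-score, printed positive for inhibition, exceeds three library SD while starting fluorescence stays within three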;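 further: channel opened by potassium depolarization with thallium stimulus after 20 min compound exposure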
KCNK3 block = human KCNK3 channel inhibitors, primary screen, CHO cells, FluxOR thallium flux, B-score; Potassium channel subfamily K member 3 (Homo sapiens), O14649; FluxOR fluorescence; active compounds read low; B-score at 10 µM; 0.84% of 340,000 active; AID 602410, 2012;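 active means B-score under library mean minus 4 SD, starting fluorescence ratio at most library mean plus 5 SD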;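 further: more negative B-score means stronger inhibition of thallium flux through KCNK3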
Target sequence (O14649 whole entry, looked up): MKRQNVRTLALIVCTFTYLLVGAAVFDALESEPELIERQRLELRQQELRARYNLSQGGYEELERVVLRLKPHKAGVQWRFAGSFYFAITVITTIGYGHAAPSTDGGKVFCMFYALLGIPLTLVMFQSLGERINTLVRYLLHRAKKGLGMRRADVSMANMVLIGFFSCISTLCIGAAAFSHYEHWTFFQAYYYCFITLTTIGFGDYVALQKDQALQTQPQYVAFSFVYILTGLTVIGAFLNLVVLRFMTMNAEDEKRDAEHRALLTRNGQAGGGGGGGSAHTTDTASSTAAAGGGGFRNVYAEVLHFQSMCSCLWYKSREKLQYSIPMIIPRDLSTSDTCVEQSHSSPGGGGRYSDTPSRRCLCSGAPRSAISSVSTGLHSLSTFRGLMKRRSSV
KCNK9 block = KCNK9 potassium channel inhibitors, primary screen, HEK293 cells, thallium flux | Potassium channel subfamily K member 9 (Homo sapiens), Q9NPC2 | FluxOR thallium flux fluorescence; active compounds read low | B-score at 10 µM | 1.2% of 310,000 active | AID 488922, 2010;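 active means ratio B-score over 3 SD below the library mean, with starting fluorescence within 5 SD of its mean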;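 further: negative B-score means less thallium flux so channel inhibition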
Target sequence (Q9NPC2 whole entry, looked up): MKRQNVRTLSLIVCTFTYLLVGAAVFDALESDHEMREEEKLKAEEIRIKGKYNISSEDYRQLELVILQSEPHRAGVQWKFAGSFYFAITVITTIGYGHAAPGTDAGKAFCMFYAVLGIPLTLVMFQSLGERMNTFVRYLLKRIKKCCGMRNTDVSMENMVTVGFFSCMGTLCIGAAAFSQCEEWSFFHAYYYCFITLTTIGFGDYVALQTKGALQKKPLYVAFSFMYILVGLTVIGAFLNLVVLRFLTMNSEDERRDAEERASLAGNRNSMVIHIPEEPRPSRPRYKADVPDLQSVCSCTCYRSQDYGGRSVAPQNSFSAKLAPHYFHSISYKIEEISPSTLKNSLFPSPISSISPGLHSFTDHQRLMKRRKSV
TMEM16A inh = TMEM16A chloride channel inhibitors, primary screen, cell-based, HTS; HEK293 TMEM16A/YFP iodide influx fluorescence, ionomycin; Anoctamin-1 (Mus musculus), Q8BHY3; 1.2% of 310,000 active; normalized B-score (activity score, 25-100; higher = stronger inhibition) at 10 µM; AID 588511, 2011;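 active means ratio plate-corrected score three or more library SD toward inhibition, starting fluorescence score within five deviations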;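 further: score derived from kinetic fluorescence span divided by baseline fluorescence per well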
Starred values were filed as active, the others as inactive; i = inactive; ? = inconclusive; . = no result given.

Under each structure – TRPC4 act	hERG protect	KCNQ1 act	Dyrk1A ADPGlo	HDAC3 inh	ANO1 activ	TRPC4 PAM	KCNQ1 inh	KCNK3 block	KCNK9 block	TMEM16A inh
1) COc1ccc(/C=C2\C(=O)N(c3c(Cl)cc(Cl)cc3Cl)N=C2NC(=O)c2cccc([N+](=O)[O-])c2)cc1
 : .	.	.	1.2	-2.7	i	.	.	i	.	i
2) Cc1ccccc1NC(=O)c1ccccc1NC(=O)Cc1cccc2ccccc12
 : i	-5.2	i	-4.9	-3.8	i	i	i	i	i	i
3) CC(C)C(c1nnnn1C1CCCC1)N1CCC(C(N)=O)CC1 (centres undefined)
 : i	-4.6	i	0.7	?	i	i	i	i	i	i
4) Cn1cnc(S(=O)(=O)NC2CCN(Cc3c(F)cccc3Cl)CC2)c1
 : i	-3.6	i	-10.9	-10.4	i	i	i	i	i	i
5) COc1ccc(N2C(=S)NC3c4cc(Cl)ccc4OC2(C)C3C(=O)N(C)C)cc1 (centres undefined)
 : i	-10.9	i	-1.9	-2.5	i	i	i	i	i	i
6) C=C(C)CSc1nnc2n(Cc3ccccc3)c(=O)c3c4c(sc3n12)CCC4
 : i	-1.1	i	5.7	.	i	i	i	i	i	.
7) Cc1ccc(S(=O)(=O)CCC(=O)Nc2nnc(-c3cccs3)o2)cc1
 : i	-3.8	i	-0.7	-0.1	i	i	i	i	i	i
8) CC1(C)N=C(SCC(=O)Nc2ccc(Cl)cc2)C(c2ccccc2)=N1
 : i	-16.8	i	-0.8	3.1	i	i	i	i	i	i
9) COc1ccc(OC)c(NC2=NC3(CCCC3)N=C(N)N2)c1
 : i	-7.9	i	1.0	-0.6	i	i	i	i	i	i
10) CCC1CCCCN1C(=O)c1cc(COc2ccc3ncccc3c2)on1 (centres undefined)
 : i	-22.7	i	-2.8	6.1	i	i	12*	-8.97*	i	25*
11) CN(C)C(=O)c1cc(C(=O)c2ccc(F)cc2F)c[nH]1
 : i	-4.7	i	1.0	2.3	i	i	i	i	i	i
12) Nc1[nH]n2c(=O)cc(-c3ccccc3)nc2c1N=Nc1ccccc1
 : i	-3.3	i	12.2	-5.6	i	i	i	i	i	i
13) C=CCn1c(SCC(=O)NCc2ccco2)nc2sc3c(c2c1=O)CCCC3
 : i	-6.0	i	6.7	-3.2	i	i	i	i	i	i
14) C#Cc1ccc(CN2CCN(CCCc3ccccc3)C(CCO)C2)cc1 (centres undefined)
 : i	-14.3	i	-1.6	-1.2	i	i	i	i	i	i
15) ClC(Cl)(Cl)c1nc2ccccc2n2nncc12
 : i	-10.4	i	27.1	-0.1	i	i	i	i	i	i
16) COc1ccc(-c2noc(-c3ccccc3C(=O)NCc3ccco3)n2)cc1
 : i	-5.8	i	-9.3	-2.9	i	i	i	i	i	i
17) CCC(C)NC(=O)CN1C(=O)c2cccc3cccc1c23 (centres undefined)
 : i	-8.5	i	12.1	-7.4	i	i	i	i	i	i
18) CC(C)C(=O)Nc1nnc(-c2ccco2)s1
 : i	-4.9	i	.	0.1	i	i	i	i	i	i
19) Cc1ccc(NC(=O)CCC(=O)N/N=C/c2ccc(O)cc2)cc1
 : i	-7.8	i	5.5	-73.0	i	i	i	i	i	i
20) O=C(NN=C1CCCCCC1)c1cccnc1
 : i	-4.7	i	-5.5	16.7	i	i	i	i	i	i
21) COc1ccc(N(CC(=O)Nc2ccc(F)cc2)S(=O)(=O)c2ccccc2[N+](=O)[O-])c(OC)c1
 : i	-8.1	i	3.9	0.7	i	i	i	i	i	i
22) O=C(CN1CCCCCC1)Nc1ccc(Cl)cc1F
 : i	-6.1	i	0.8	-3.0	i	i	i	i	i	i
23) COc1ccccc1OCC(=O)N/N=C1\CCCCc2ccccc21
 : i	-14.5	i	-4.2	.	i	i	i	i	i	i
24) CN(C(=O)c1ccc(COc2ccccc2Cl)o1)c1ccccc1
 : i	-2.5	i	-0.6	5.6	i	i	i	-9.94*	i	i
25) Fc1ccc2nc(C3CCN(Cc4nc(CC5CC5)no4)CC3)[nH]c2c1
 : i	-19.4	i	0.2	-4.6	i	i	i	i	i	i
26) CCOC(=O)C1CCCN(C2=NC(=O)/C(=C/c3ccc(OC)c(OC)c3)S2)C1 (centres undefined)
 : i	-13.8	i	-3.3	-5.9	.	i	i	i	i	i
27) CCC(C)(C)NC(=O)C(OC(=O)c1cc2sccc2n1C)c1ccc(OC)cc1 (centres undefined)
 : i	-5.0	i	-1.1	?	.	i	i	i	i	i
28) NC(=O)C1CCN(C(=O)COc2ccc3ccccc3c2Br)CC1
 : i	-3.0	i	.	-3.7	i	i	i	i	i	i
29) Cc1ccc(S(=O)(=O)NCCCCCC(=O)Nc2ccccc2)cc1
 : i	3.1	i	-7.6	-0.7	i	i	i	i	i	i
30) CC(=O)Nc1nnc(-c2c(-c3ccccc3Cl)noc2C)o1
 : i	-6.2	i	.	-6.6	i	i	i	i	i	i
31) COc1ccc(NC(=O)N2CCC(C(=O)c3ccc(F)cc3)CC2)cc1
 : i	-8.1	i	8.3	-2.4	i	i	i	i	i	i
32) NNC(=O)CNC(=O)c1ccc(F)cc1
 : i	-6.2	i	1.6	-5.5	i	i	i	i	i	i
33) O=c1nc2sc3ccccc3n2c(=O)n1-c1ccc(Cl)cc1
 : i	-14.1	i	-8.7	-3.7	i	i	i	i	i	i
34) Cc1ccnc(NS(=O)(=O)c2ccc(NC(=O)c3ccc(C)o3)cc2)n1
 : i	-6.3	i	-4.2	-0.1	i	i	i	i	i	i
35) CCOC(=O)CC1(NC(=O)C2CCC(=O)N(Cc3ccccc3F)C2)CCCCC1 (centres undefined)
 : i	-3.8	i	.	-5.3	i	i	i	i	i	i
36) COc1cccc(N2CCN(c3ncccn3)CC2)c1
 : i	-0.7	i	0.8	-3.1	i	i	i	i	i	i
37) CC(C)CN1C2CCCC1CC(NC(=O)c1ccc([N+](=O)[O-])cc1)C2 (centres undefined)
 : i	-5.5	i	7.2	3.2	i	i	i	i	i	i
38) CCN(CC)c1ccc(NC2CC(=O)N(CCc3ccc(OC)cc3)C2=O)cc1 (centres undefined)
 : i	-11.3	i	-1.6	11.6	i	i	i	i	i	i
39) O=C(Nc1ccc(Nc2ccccc2)cc1)c1ccccc1
 : i	-10.7	i	.	2.1	i	i	i	i	i	i
40) COc1ccc2c(c1)OC(O)(C(F)(F)F)CC2=O (centres undefined)
 : i	-0.9	i	4.6	-5.8	i	i	i	i	i	i
41) COc1ccc(C(=O)C2CCCN(Cc3cn[nH]c3-c3ccc(F)cc3)C2)cc1OC (centres undefined)
 : 44*	-6.9	i	-3.2	1.7	i	i	i	i	i	i
42) O=C(CCNS(=O)(=O)c1ccc(Cl)cc1)N1CCOCC1
 : i	-9.1	i	3.8	-4.4	i	i	i	i	i	i
43) CN(C)c1ccc(N=Nc2cccc(F)c2)cc1
 : i	-2.5	i	5.7	-4.1	i	i	i	i	i	i
44) CCN(CC)S(=O)(=O)c1ccc(N/N=C/c2ccc(OC)c(OC)c2OC)nc1
 : i	-6.7	i	-4.9	13.1	i	i	i	i	i	i
45) COc1cccc(CNC(=O)C(=O)NCCC2CCCCN2S(=O)(=O)c2cccs2)c1 (centres undefined)
 : i	-4.4	i	6.5	.	i	i	i	i	i	i
46) CC(C)CC(=O)c1c[nH]c(C(=O)NCc2cccnc2)c1
 : i	2.7	i	.	.	i	i	i	i	i	i
47) O=C(Nc1cccc(Br)c1)c1cc2ccccc2o1
 : i	2.1	i	.	8.4	i	i	i	i	i	25*
48) CC(=O)N1CCN(S(=O)(=O)c2cccc(C(=O)Nc3ccc4c(c3)OCO4)c2)CC1
 : i	-8.9	i	9.3	5.5	i	i	i	i	i	i
49) CN(c1ccc(C(=O)NCCSCc2c(F)cccc2Cl)cc1)S(C)(=O)=O
 : i	-7.4	i	-9.6	-0.3	i	i	i	i	i	i
50) CCN(CC)CCNC(=O)CCc1c(C)nc2c(c(C)nn2-c2ccc(C)c(C)c2)c1C
 : i	-10.3	i	-1.1	-18.1	i	i	i	i	i	i
51) O=C(/C=C/c1ccc(OCCCF)cc1)NCc1ccc(Cl)c(Cl)c1
 : i	-11.0	i	-2.1	2.1	i	i	i	i	i	i
52) CCOC(=O)C1=C(C)Nc2nc3ccccc3n2C1c1cccs1 (centres undefined)
 : i	-4.1	i	-2.1	-1.0	i	i	i	i	i	i
53) CCCS(=O)(=O)N1CCCC(C(=O)NCCN(C)Cc2ccccc2)C1 (centres undefined)
 : i	-3.7	i	-12.8	2.3	i	i	i	i	i	i
54) COC(=O)[C@H](C)NC(=O)NCc1ccco1
 : i	-5.8	i	-19.8	-4.5	i	i	i	i	i	i
55) COc1ccc(O)c(/C=N/NC(=O)CSc2nnc(C)n2-c2ccccc2)c1
 : i	-6.9	i	0.6	-3.7	i	i	i	i	i	i
56) CC(=O)NC(c1cccc([N+](=O)[O-])c1)c1c(OC(C)=O)ccc2ccccc12 (centres undefined)
 : i	-4.2	i	21.0	3.2	i	i	i	i	i	i
57) O=S1(=O)CCN(Cc2ccccc2C(F)(F)F)CC1
 : i	-2.1	i	-4.1	-1.5	i	i	i	i	i	i

This is a subset. The share of hits here may be higher or lower than overall.
